Source: PubChem BioAssay
AHR act: activates the human aryl hydrocarbon receptor; P35869; AHR-responsive luciferase reporter cells, luminescence; AID 2796; hit rate 2.5% among 320,000; activation, % at 5 µM; in the data active means activation above about 47%;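 further: 0% = vehicle wells and 100% = reference agonist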
Target sequence (P35869 whole entry, looked up): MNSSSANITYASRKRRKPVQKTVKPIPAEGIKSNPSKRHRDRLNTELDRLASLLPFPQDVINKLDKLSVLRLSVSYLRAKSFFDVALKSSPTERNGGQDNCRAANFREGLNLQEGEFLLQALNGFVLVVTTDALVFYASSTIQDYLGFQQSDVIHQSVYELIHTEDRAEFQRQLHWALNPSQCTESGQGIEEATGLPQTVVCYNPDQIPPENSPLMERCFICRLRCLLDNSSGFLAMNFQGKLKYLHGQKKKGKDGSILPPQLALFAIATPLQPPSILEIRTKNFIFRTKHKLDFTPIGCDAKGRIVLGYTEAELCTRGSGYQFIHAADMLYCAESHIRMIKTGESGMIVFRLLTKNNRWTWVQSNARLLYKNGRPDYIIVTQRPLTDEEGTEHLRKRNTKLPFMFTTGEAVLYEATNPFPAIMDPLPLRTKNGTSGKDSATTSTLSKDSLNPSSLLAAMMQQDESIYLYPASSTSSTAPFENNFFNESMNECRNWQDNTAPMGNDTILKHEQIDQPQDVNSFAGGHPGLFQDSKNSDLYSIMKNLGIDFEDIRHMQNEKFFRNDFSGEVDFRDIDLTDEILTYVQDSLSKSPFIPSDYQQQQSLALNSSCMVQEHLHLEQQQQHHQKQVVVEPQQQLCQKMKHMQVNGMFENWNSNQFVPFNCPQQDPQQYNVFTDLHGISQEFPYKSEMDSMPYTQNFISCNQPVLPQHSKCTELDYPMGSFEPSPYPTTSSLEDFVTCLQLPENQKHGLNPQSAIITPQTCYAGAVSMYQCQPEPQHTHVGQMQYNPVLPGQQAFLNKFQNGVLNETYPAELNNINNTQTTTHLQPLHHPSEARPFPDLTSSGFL
ZTA DNA inh: ZTA (EBV) inhibition in EBNA-1 counter-screen; P03206; ZTA-DNA binding, fluorescence polarization; inhibition, % at 11 µM; hit rate 0.15% among 320,000; AID 2234; in the data active means inhibition above about 33%
procasp7 counter: counter-screen: procaspase-7 (human) activation; activation, % at 8.5 µM; P55210; hit rate 0.093% among 330,000; recombinant procaspase-7, Ac-DEVD-pNA absorbance 405 nm; D23A/D198A/D206A triple mutant, cannot self-cleave; scale: DMSO 0, 5 µM enzyme 100; AID 463210;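 active means percent activation above the screen-wide mean plus 3 SD, cut at about 25% in these data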
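System: Procaspase-7 triple mutant (PC-7 D3A); measure: % activation from two-timepoint absorbance difference, scaled to controls; times: 1 h compound preincubation, 2 h substrate cleavage, 25 °C; also added: Ac-DEVD-pNA substrate, 400 µM as added; measured by: Epi-absorbance of released pNA at 405 nm, two timepoints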
proCasp3 act: activates human procaspase-3; P42574; activation, % at 8.5 µM; recombinant procaspase-3 D3A, Ac-DEVD-pNA absorbance 405 nm; hit rate 0.11% among 330,000; AID 463141;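 active means activation above the mean of all tested compounds plus 3 SD, cut at about 21% in these data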;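 further: 0% = DMSO alone and 100% = DMSO wells spiked with extra 5 µM PC-3 D3A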
Target sequence (P42574 whole entry D9A/D28A/D175A): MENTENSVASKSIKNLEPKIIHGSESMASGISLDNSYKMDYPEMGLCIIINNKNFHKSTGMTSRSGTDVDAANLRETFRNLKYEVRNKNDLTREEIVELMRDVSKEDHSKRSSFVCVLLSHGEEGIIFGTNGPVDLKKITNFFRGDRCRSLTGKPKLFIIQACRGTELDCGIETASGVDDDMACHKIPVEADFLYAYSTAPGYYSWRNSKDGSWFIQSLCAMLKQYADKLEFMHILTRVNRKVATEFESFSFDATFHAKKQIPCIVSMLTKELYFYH
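Assay system – Procaspase-3 D3A mutant, all three cleavage aspartates alanine · Controls – DMSO-only low control, 5 µM PC-3 D3A high control · Schedule – 1 h compound preincubation, 2 h substrate hydrolysis at 25 °C · Signal – 405 nm absorbance of p-nitroaniline, reads at 0 and 120 min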
LAP4 TOR yeast: modulators of TOR pathway LAP4-GFP in S. cerevisiae | S. cerevisiae LAP4-GFP multiplex, flow cytometry GFP, 3 h; median GFP as percent of DMSO wells | GFP response vs DMSO, % at 10 µM | hit rate 0.34% among 320,000;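 active means GFP response vs DMSO above a set limit, about the screen mean plus 3 SD, cut at about 150% in these data; inconclusive means under 70 cell events counted for the yeast strain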
MEP2 TOR yeast: modulators of TOR pathway MEP2-GFP in S. cerevisiae. S. cerevisiae MEP2-GFP strain, flow cytometry GFP, 3 h; 100% = DMSO control level. GFP response vs DMSO, % at 10 µM. hit rate 0.51% among 330,000. AID 2016;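 active means GFP response versus DMSO above a set limit, roughly screen mean plus 3 SD, cut at about 180% in these data; inconclusive means fewer than 70 cells counted for a yeast strain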;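 further: median GFP fluorescence of the barcode-gated MEP2-GFP cells per well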
RPL19A TOR yeast: modulators of TOR pathway RPL19A-GFP in S. cerevisiae | S. cerevisiae RPL19A-GFP strain, flow cytometry, 3 h; stronger effect = lower value | percent response vs DMSO, % at 10 µM | hit rate 0.3% among 330,000 | AID 2025;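 active means percent response vs DMSO below 50%; inconclusive means fewer than 70 events counted for the yeast strain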;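 further: median channel GFP fluorescence of the barcoded RPL19A-GFP strain; ratio of sample median GFP to plate DMSO average so 100% = DMSO; lower means less RPL19A-GFP as with rapamycin TOR inhibition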
EBNA-1 inh: blocks EBNA-1 binding to DNA. inhibition, % at 14.8 µM. EBNA-1 DNA binding, fluorescence polarization. hit rate 0.34% among 300,000; in the data active means inhibition above about 28%
Starred values were filed as active, the others as inactive; ? = inconclusive; · = not tested or not shown; [ ] = dose if it differs, or a comment.

The opening 2 records as a preview:
SMILES	AHR act	ZTA DNA inh	procasp7 counter	proCasp3 act	LAP4 TOR yeast	MEP2 TOR yeast	RPL19A TOR yeast	EBNA-1 inh
COc1ccc(/C=C/C(=O)OCC(=O)Nc2cc(C(N)=O)cc(C(N)=O)c2)cc1	-2	-19	-5	-5	102	102	105	-9
COCCCN1C(=O)c2ccc(C(=O)OCC(=O)NCc3cccc(OC)c3)cc2C1=O	-1	-6	3	3	108	108	103	·

All compounds of this part, from the first entry:
SMILES	AHR act	ZTA DNA inh	procasp7 counter	proCasp3 act	LAP4 TOR yeast	MEP2 TOR yeast	RPL19A TOR yeast	EBNA-1 inh
COc1ccc(/C=C/C(=O)OCC(=O)Nc2cc(C(N)=O)cc(C(N)=O)c2)cc1	-2	-19	-5	-5	102	102	105	-9
COCCCN1C(=O)c2ccc(C(=O)OCC(=O)NCc3cccc(OC)c3)cc2C1=O	-1	-6	3	3	108	108	103	·
CC1CCC2C(=O)N(c3ccc(S(=O)(=O)c4ccccc4)cc3)C(=O)C2C1 (stereo unspecified)	-4	1	-4	-2	93	111	105	1
N#CCCn1cc(C(=O)O)c(-c2cc3ccccc3o2)n1	2	-4	-1	-3	89	101	102	-8
COc1ccc(-c2nnc(SCC(=O)NCCc3ccc(S(N)(=O)=O)cc3)o2)cc1OC	1	4	8	-1	102	107	112	-2
O=C(c1cc(COc2ccc(F)cc2Cl)on1)N1CCc2ccccc2C1	-1	0	2	-7	111	109	102	1
Cc1ccc(-c2nc(-c3ccncc3)no2)c(C)c1	3	-6	13	8	78	139	100	-10
Cc1cccc(NC(=O)Cn2c(=O)oc3ccccc32)n1	18	-8	-4	-1	101	106	101	0
COc1ccc(C2NCCO2)cc1OC (stereo unspecified)	3	0	13	-3	99	104	103	-3
Cc1ccc(C)n1NC(=O)c1ccc(Cl)cc1	4	9	6	4	88[may fluoresce violet]	81[may fluoresce violet]	93[may fluoresce violet]	7
O=C(CCC(=O)NNC(=O)COc1ccccc1)NCc1ccccc1	0	-7	9	8	101	104	100	-6
COc1ccc(C2CC(c3ccccc3Cl)Nc3ncnn32)cc1OC (stereo unspecified)	0	0	5	3	77[may fluoresce violet]	113[may fluoresce violet]	64[may fluoresce violet]	2
C=CCC[C@@H](Cc1ccc(F)cc1)C(=O)OC[C@H]1CCCN1C(=O)[C@@H](CC=C)CC(=O)N[C@H](CO)Cc1ccccc1	0	·	21	5	95	96	92	·
CC1CCCCC1N=C1NC(C)(C)CS1 (stereo unspecified)	1	8	7	0	90	97	99	-2
CN(Cc1cnn(C)c1)Cc1nc(-c2ccc(Cl)cc2)no1	11	-11	2	5	109	102	95	-1
c1ccc(COc2ccc(OCCCn3cncn3)cc2)cc1	-2	14	8	6	116	105	106	5
COC(=O)C(C(=O)OC)C(c1ccccc1)C(C(=O)c1ccccc1)[N+](=O)[O-] (stereo unspecified)	-3	-2	-27	-22	92	93	97	-12
O=C(O)C1C2CCC(O2)C1C(=O)Nc1cnn(Cc2ccccc2)c1 (stereo unspecified)	-1	16	3	4	94	79	100	12
Cc1cc(C)cc(NC(=O)C2(c3cccs3)CCOCC2)c1	7	7	-3	4	87	91	101	-3
Clc1ccc(-c2ccnc(Oc3ccc4ccccc4c3)n2)cc1	2	-8	6	0	99	101	98	3
CC1(c2ccccc2)NC(=O)N(CC(=O)N2CCN(S(=O)(=O)c3ccccc3[N+](=O)[O-])CC2)C1=O (stereo unspecified)	-2	17	3	4	68	93	95	12
CCNC(=O)CC1C(=O)N(c2ccccc2)C(=O)N1CCC(C)C (stereo unspecified)	4	6	-1	0	106	103	101	1
CC(C)CN1CCN(Cc2cccn2-c2ccc(Cl)cn2)CC1CCO (stereo unspecified)	0	0	5	4	103	96	93	4
CC(C)NC(=O)CSc1nc(Cc2cccs2)nc2ccccc12	6	2	5	0	110	98	91	4
COC(=O)c1ccccc1S(=O)(=O)N1CCC(C(=O)NC2CCCCC2C)CC1 (stereo unspecified)	-1	-1	-3	7	105	106	101	·
O=C(NCCN1C(=O)S/C(=C\c2cccs2)C1=O)c1ccco1	2	11	-24	-12	103	97	105	0
O=C(Nc1sc2c(c1C(=O)NCCCO)CCCC2)c1ccccc1	-7	-5	-5	2	105	111	103	-5
CCN(CC)CCNC(=O)c1cn(CC)c2ccc(S(=O)(=O)N(C)C)cc2c1=O	3	-8	-4	6	112	108	108	7
Cc1c(C(=O)O)oc2c1ccc1ccccc12	11	-5	2	6	104	110	105	-8
NS(=O)(=O)c1cc(C(=O)OCC(=O)N2CCOCC2)ccc1Cl	-1	6	-8	-1	93	96	101	9
Cn1c(=O)c2c(ncn2CC(COCc2ccccc2Cl)OCc2ccccc2Cl)n(C)c1=O (stereo unspecified)	0	-11	1	7	103	121	98	0
Cn1nnnc1SCc1cc(=O)[nH]c2ccccc12	1	-2	0	4	99	107	96	-6
O=C1NC(=O)C2C1C(c1ccccc1)N1C3C(=O)NC(=O)C3C(c3ccccc3)N21 (stereo unspecified)	3	-13	13	0	99	102	103	-7
CCN(C(=O)CN1CCN(c2ccc(O)cc2)CC1)c1c(N)n(Cc2ccccc2)c(=O)[nH]c1=O	-1	-6	-22	-16	95	104	100	-14
Cc1c(F)cccc1NC(=O)CCCCCC1NC(=O)NC1C (stereo unspecified)	-1	-6	7	-6	101	96	103	-4
COc1ccc(C2=NOC(C(=O)Nc3cccnc3)C2)cc1OC (stereo unspecified)	3	-9	2	7	110	112	102	0
CC(C)(C)OC(=O)C[C@@H]1C/C=C\C[C@H](CC(=O)NCCO)C(=O)N[C@@H](Cc2ccccc2)COC1=O	1	·	11	0	94	94	92	·
O=C(CN1CCCCCC1)Nc1ccccc1	-4	-5	2	-7	98	101	94	-1
Cc1ccc(CNC(=O)C2CCCN(c3nc4ccccc4o3)C2)cc1 (stereo unspecified)	1	7	4	7	103	92	100	-8
CC(C)N(Cc1ccccc1)C(=S)Nc1cccnc1	0	5	-12	-3	94	88	92	1

An excerpt from above in order of their number in EBNA-1 inh, rising.
SMILES	AHR act	proCasp3 act	LAP4 TOR yeast	MEP2 TOR yeast	RPL19A TOR yeast	EBNA-1 inh
O=C1NC(=O)C2C1C(c1ccccc1)N1C3C(=O)NC(=O)C3C(c3ccccc3)N21 (stereo unspecified)	3	0	99	102	103	-7
O=C(Nc1sc2c(c1C(=O)NCCCO)CCCC2)c1ccccc1	-7	2	105	111	103	-5
COc1ccc(C2=NOC(C(=O)Nc3cccnc3)C2)cc1OC (stereo unspecified)	3	7	110	112	102	0
CCNC(=O)CC1C(=O)N(c2ccccc2)C(=O)N1CCC(C)C (stereo unspecified)	4	0	106	103	101	1
CC(C)NC(=O)CSc1nc(Cc2cccs2)nc2ccccc12	6	0	110	98	91	4

Later entries
SMILES	AHR act	ZTA DNA inh	procasp7 counter	proCasp3 act	LAP4 TOR yeast	MEP2 TOR yeast	RPL19A TOR yeast	EBNA-1 inh
Cc1ccc(NS(=O)(=O)N2CCOCC2)cc1Cl	1	0	0	-1	100	103	105	2
CCC(=O)N(CCc1ccc(S(N)(=O)=O)cc1)C1CC(=O)N(c2ccc(OC)cc2)C1=O (stereo unspecified)	1	3	7	-2	102	102	98	3
COc1cccc(-n2nnnc2SCC(=O)Nc2ccc(C(C)=O)cc2)c1	2	16	1	7	102	104	97	8
COc1ccc(-c2cn3c(C)c(C(=O)NC(C)(C)C)sc3n2)cc1	55*	-14	3	-1	110	102	97	3
CCOc1ccc(NCc2cccn2-c2nnc(N3CCC(C(=O)NCCCN4CCCCC4)CC3)s2)cc1	3	-2	2	4	101	116	101	13
O=S(=O)(Cc1ccccc1)C1CCCCC1O (stereo unspecified)	-2	-3	2	-3	105	91	96	4
O=C(N/N=C/c1ccc(F)cc1)c1ccccc1	8	9	-3	-3	105	104	100	-14
CC1CCCCN1S(=O)(=O)c1cn(C)c(=O)n(C)c1=O (stereo unspecified)	1	3	2	0	92	92	95	10
COc1cccc(NC(=O)COc2ncnc3sc(C)c(C)c23)c1	1	4	10	0	91	93	91	-14
CCCCS(=O)(=O)N1CCN(S(=O)(=O)c2cccs2)CC1	-3	-11	5	1	91	99	101	4
CCOc1ccc(S(=O)(=O)N2CCCCC2)cc1NC(=O)C1CCC1	4	-6	6	-6	96	107	103	-7
O=C(CN1C(=O)C2C3C=CC(C3)C2C1=O)Nc1nc2ccccc2[nH]1 (stereo unspecified)	4	-4	1	-1	108	107	104	0
CCOC(=O)c1ccc[n+](CC(=O)Nc2cc(C(F)(F)F)ccc2Cl)c1	2	-14	-2	-2	83	91	83	-2
O=C(CN1C(=O)/C(=C/c2ccc(F)cc2)SC1=S)N1CCN(CCc2ccccn2)CC1	1	-5	-27	-25	117	114	115	2
CCN1CCN(C2=NC(=O)/C(=C/c3ccc(C)o3)S2)CC1	2	-4	10	-1	95	106	97	4
COc1cccc(CN2CC(C(=O)N(C)Cc3nc4ccc(F)cc4[nH]3)CCC2=O)c1 (stereo unspecified)	-2	-2	5	4	?	97	85	-11
CN(CC(=O)Nc1ccc(Cl)cc1)C(=O)c1ccc(S(=O)(=O)Nc2ccccc2)cc1	3	4	4	-2	93	84	88	-3
O=C(NC1CCCCC1)C1CCCN(c2nnnn2-c2ccccc2)C1 (stereo unspecified)	1	8	8	1	87	86	94	4
COc1ccc(CCNC(=O)c2ccccc2-c2ccccc2C(=O)O)cc1OC	2	-1	-13	-8	84	93	96	-20
CC(C)Oc1ccc(OCCNC2CCCC2)cc1	-1	13	8	-7	94	106	99	10
CC(C)(C)NC(=O)Nc1ccc2nccnc2c1	3	10	1	5	95	101	97	7
Cc1ccc(S(=O)(=O)N2CCN(Cc3nc4ccccc4n3C)CC2)cc1	6	-2	0	-1	100	98	98	-5
Cn1cccc1C(=O)NC(=O)COC(=O)c1cc(Cl)ccc1[N+](=O)[O-]	9	-13	2	-3	95	109	108	-19
COc1cc(C(=O)n2nc(C)cc2C)ccc1O	4	17	11	2	88	87	95	1
Cc1ccc(NC(=S)N(Cc2ccco2)C2CCN(C(C)C)CC2)cc1	1	-5	-11	3	92	104	98	0
CCN(CC)S(=O)(=O)c1ccc(NC(=O)COc2nc3ccccc3nc2N2CCOCC2)cc1	1	5	4	0	87	97	98	3
CN(C)NC(=S)Nc1ccc2nc(-c3ccccn3)c(-c3ccccn3)nc2c1	7	-8	-4	3	93	99	98	-5
CCOC(=O)C1=C(C)NC2=C(C(=O)CC(c3cccs3)C2)C1c1cccs1 (stereo unspecified)	11	-1	8	-1	103	106	108	8
Cc1nnc(SC(C)C(=O)Nc2ccc(S(=O)(=O)NC3CCCCC3)cc2)s1 (stereo unspecified)	-1	-10	10	7	94	104	104	6
O=C(Nc1ccc(S(=O)(=O)NCCc2ccccc2)cc1)c1ccncc1	3	-4	1	-8	95	98	100	-7
Cc1ccc(NC(=O)C(C)SCc2ccccc2)cc1 (stereo unspecified)	2	3	7	-2	87	91	94	-20
Cc1ccc(/C=N/NC(=O)CN2CCN(Cc3ccccc3)CC2)s1	-2	4	3	9	103	99	97	-3
Cc1ccc(S(=O)(=O)NCCC(=O)NCCN2CCCCCC2)cc1	-1	3	6	-1	96	97	97	10
O=C(CNC(=O)N1CC(=O)Nc2ccccc21)Nc1ccccc1F	16	-12	5	8	112	105	105	3
Cc1cc(C(=O)Nc2nnc(-c3ccccc3)s2)no1	3	-6	2	-3	127	103	104	5
C=CCNC(=O)c1ccccc1NC(=O)c1ccccc1	10	12	4	-2	108	110	100	1
O=C(Cn1c(=O)c(=O)n(Cc2ccccc2)c2ccc(Cl)cc21)Nc1ccc(F)cc1F	-1	15	14	9	115	101	99	-3
O=C(C(=O)N1CCN(c2cccc(Cl)c2)CC1)N1CCCCC1	9	-9	4	0	98	98	96	-10
Cc1ccc(OCC(O)CN2CCN(CCO)CC2)c(C)c1 (stereo unspecified)	-1	-10	-8	1	100	108	105	9

Compounds were not picked by outcome; overall some 3.8% were active at least once.
